Screens deposited in PubChem by National Center for Advancing Translational Sciences (NCATS).
TSHR antag – human thyrotropin receptor antagonism; 330,000 tested, 0.2% active; AID 504810; TSHR-expressing cells, TSH-stimulated cAMP HTRF, 2 h; hits give low values; activity change, negative = inhibition, % at 11.5 µM;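 active = activity change below a set negative limit, meaning inhibition stronger than a set level, cut at about -70% in these data; inconclusive = activity change between two set negative limits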; note: % is set by controls: 0 for no effect and ±100 for the full control effect
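Antagonism was scored as loss of TSH-driven cAMP in TSHR cells, stimulated with 4nM TSH (EC80) for 2 hours at 37 deg C and detected by homogeneous HTRF competition immunoassay.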
Tb PFK inh – inhibitors of T. brucei phosphofructokinase. O15648. AID 485367. Potency, µM (titrated, usually from 57.5 µM), inactives show top-dose activity, negative = inhibition, hits mostly inhibitors. T. brucei PFK, ADP-Glo luminescence. 330,000 tested, 0.17% active;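 note: potency is the fitted concentration of half-maximal effect; 0% = uninhibited 1x PFK enzyme wells and -100% = no-enzyme wells; nearly all actives have a fitted effect of over 60% in size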
Target sequence (O15648 whole entry, looked up): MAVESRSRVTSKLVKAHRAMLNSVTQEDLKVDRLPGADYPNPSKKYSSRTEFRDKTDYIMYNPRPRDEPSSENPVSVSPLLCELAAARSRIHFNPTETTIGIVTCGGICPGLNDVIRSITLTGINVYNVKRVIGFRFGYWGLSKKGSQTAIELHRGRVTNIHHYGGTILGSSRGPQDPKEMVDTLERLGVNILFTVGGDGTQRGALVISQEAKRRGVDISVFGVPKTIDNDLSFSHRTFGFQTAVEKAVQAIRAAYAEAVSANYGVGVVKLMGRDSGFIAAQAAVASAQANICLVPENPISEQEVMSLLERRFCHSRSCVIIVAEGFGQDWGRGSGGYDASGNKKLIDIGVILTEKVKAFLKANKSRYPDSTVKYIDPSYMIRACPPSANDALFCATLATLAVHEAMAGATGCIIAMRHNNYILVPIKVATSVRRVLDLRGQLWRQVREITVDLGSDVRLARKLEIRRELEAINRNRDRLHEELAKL
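1.25 nM PFK with 0.5 mM F6P and 0.1 mM ATP in 0.1 M TEA pH 8.0, 5 mM MgCl2, incubated 45 min at room temperature; ADP measured by ADP-Glo luminescence; compounds titrated up to 57 uM.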
CXXC DNA block – blocks binding of human MLL CXXC domain to DNA; Q03164; MLL-CXXC / FITC-HOXA9 DNA fluorescence polarization; Potency, µM (highest dose often 115 µM), for the others: at the top dose activity change, negative = inhibition, usual class: inhibitors; 290,000 tested, 0.037% active; active = well fitted inhibition curve with a large enough effect in the polarisation, with a control signal flat, not every such curve was filed as active; inconclusive = small, poorly fitted or top-dose-only effect, or effect the other way, or a change in a side signal; inactive = no such curve, though single readings can be large or run the other way; the % refers to the polarisation; note: potency is the fitted concentration of half-maximal effect
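Fluorescence polarization: 7 uM MLL-CXXC (stock) preincubated 5 min with compounds, then 50 nM fluorescein-HOX-A9 DNA (stock) added; 30 min ambient. Buffer 50 mM Tris-HCl pH 7.5, 50 mM NaCl, 1 mM DTT, 0.05% BSA.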
hERG WT inh – inhibitors of human wildtype KCNH2 potassium channel | Q12809 | AID 720551 | 340,000 tested, 0.37% active | activity change, % at 1.84 µM | U2OS, BacMam KCNH2, thallium flux FluxOr; hits give low values;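 active = maximum activity change below -70%; inconclusive = maximum activity change between -70% and -50%; inactive = maximum activity change above -50%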; note: % is set by controls: 0 for no effect and ±100 for the full control effect
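U2OS cells transduced with wild-type KCNH2 virus are loaded with FluxOr dye for 45 min, and thallium flux is measured in kinetic reads before and after stimulation buffer. Rate constants are normalized to DMSO controls.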
Giardia kill – Giardia lamblia killing. Giardia lamblia trophozoite viability. activity change, % at 7.66 µM, hits read low. 340,000 tested, 0.15% active. AID 540267; in the data active = activity change below about -80%; inconclusive = between about -30% and that limit;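 note: parasites exposed to compound for two days anaerobically before the ATP read; % is set by controls: 0 for no effect and ±100 for the full control effect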
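Killing of trophozoites was scored by loss of ATP luminescence after a 48 hrs anaerobic exposure to compounds at 37 deg C, using 100 cells per well.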
TCR act – activators of T cell receptors | primary human leukocytes, anti-CD3, IL-2 HTRF, 48 h | 330,000 tested, under 10 active | Potency, µM (series often up to 9.22 µM), inactives show at the top dose activation of IL-2 secretion, usual class: activators; note: % of control where 0% means no effect
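IL-2 produced over 48 hr by a-CD3 bead-stimulated primary human leukocytes exposed to compounds was detected with a homogeneous time-resolved FRET immunoassay, 665nm acceptor signal after 320nm excitation.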
Chronic BCR inh – inhibitors of chronic active B-cell receptor signaling. AID 493014. ABC-DLBCL IkBa-CBG/CBR reporter, luminescence ratio, 4 h. 340,000 tested, 0.05% active. Potency, µM (titrated, usually from 46.1 µM), for inactives: at the highest dose ratio change, negative = lower green/red ratio, hits mostly inhibitors; active = well fitted inhibition curve with a large enough effect in the signal ratio, with a control signal flat, not every such curve was filed as active; inconclusive = small, poorly fitted or top-dose-only effect, or effect the other way, or a change in a side signal; the % refers to the signal ratio;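 note: potency is the fitted concentration of half-maximal effect; plate controls were basal doxycycline-induced cells for no effect and cells given 10 µM MG132 for full effect; MG132 reads +100%, hits lower the ratio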
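Concentration-response series (up to 46 uM) were applied to TMD8 dual-reporter cells for 4 h at 37C with doxycycline. Green/red ratio, after filter-overlap correction, defined %Activity; red signal alone was normalised to basal cells and zero luminescence.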
AT treatment – candidate therapy for ataxia-telangiectasia; […] A-T fibroblasts, KAP-1 phosphorylation AlphaLISA; neocarzinostatin DNA damage 30 min before lysis; Potency, µM (titrated, usually from 57.5 µM), inactives show at the top dose activation, hits mostly activators; 320,000 tested, 0.19% active; AID 485349; note: potency is the fitted concentration of half-maximal effect; % of control where 0% means no effect; nearly all actives have a fitted effect of over 45% in size
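hTERT-immortalized A-T patient fibroblasts ([…]), 500 cells/well in OPTI-MEM, 1% FBS, got compounds for 60 min, then NCS for 30 min at 37C. Lysates were then assayed for phospho-KAP-1 by AlphaLISA (anti-pKAP1 donor, anti-KAP1 acceptor beads), 6 hr at 25C.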
GALK inhibitor – inhibitors of human galactokinase. Potency, µM (doses to about 57.5 µM), for the others: top-dose activity change, negative = inhibition, actives largely listed as inhibitors. 270,000 tested, 0.007% active. P51570. AID 1868. Purified GALK, Kinase-Glo residual ATP luminescence; note: potency is the fitted concentration of half-maximal effect; % is set by controls: 0 for no effect and ±100 for the full control effect
Target sequence (P51570 whole entry, looked up): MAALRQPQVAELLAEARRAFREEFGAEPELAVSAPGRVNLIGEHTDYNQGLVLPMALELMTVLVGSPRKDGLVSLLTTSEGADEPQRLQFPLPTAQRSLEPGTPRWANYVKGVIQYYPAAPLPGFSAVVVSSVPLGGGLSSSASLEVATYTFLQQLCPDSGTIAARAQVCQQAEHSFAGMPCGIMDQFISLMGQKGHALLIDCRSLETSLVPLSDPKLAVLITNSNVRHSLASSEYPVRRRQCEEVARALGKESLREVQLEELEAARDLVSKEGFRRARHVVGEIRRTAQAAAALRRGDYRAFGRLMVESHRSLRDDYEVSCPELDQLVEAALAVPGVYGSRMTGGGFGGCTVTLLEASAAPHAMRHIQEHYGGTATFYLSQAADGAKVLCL
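Quantitative HTS: GALK 5 nM, ATP 35 uM, galactose 100 uM, 1 h room temperature, then luciferase-based ATP detection.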
FBPA coupling cs – counter-screen for Giardia aldolase inhibitors: coupling enzyme system | coupling enzyme system counterscreen, AmpLite Red fluorescence | activity change, negative = inhibition, % at 58.2 µM, hits read low | 290,000 tested, 0.67% active; in the data active = activity change below about -30%; note: % is set by controls: 0 for no effect and ±100 for the full control effect
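Counterscreen of the coupled detection system alone, without aldolase: glyceraldehyde-3-phosphate coupling enzymes plus AmpLite Red readout. Compounds at 57.5 uM final, 10 min RT preincubation, 20 min RT reaction, fluorescence 525/598 nm.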
* = called active by the depositor; i = inactive; ? = inconclusive; · = no result given; [ ] = remark or other dose. Unless noted, calls come from the whole dose curve; as a rule, active = well fitted curve in the direction sought with a large enough effect; inconclusive = small, poorly fitted or top-dose-only effect, or another doubt; inactive = no such curve, though single readings can be large; an effect the other way counts as inactive or inconclusive.

SMILES	TSHR antag	Tb PFK inh	CXXC DNA block	hERG WT inh	Giardia kill	TCR act	Chronic BCR inh	AT treatment	GALK inhibitor	FBPA coupling cs
COc1ccccc1OCC(=O)Nc1ccc(S(=O)(=O)N2CCOCC2)cc1	-1	-5%	-2%	0	-4	0%	-12%	-7%	12%	6
Cc1cc2nc(-c3ccc(SCC(=O)Nc4ccc(S(=O)(=O)N5CCCC5)cc4)nc3)[nH]c2cc1C	-18	14%	25%	-11	?	-2%[46.1 µM]	?	2%	0%	0
COc1cc(C(=O)Nc2sc3c(c2C(=O)NCc2ccco2)CCCC3)cc(OC)c1OC	-7	6%	2%	-2	-3	0%	-14%	·	4%	2
Cc1cc(NC(=O)COC(=O)c2cnccn2)ccc1Br	·	-1%	·	-4	-4	·	0%	4%	·	·
COc1ccc(S(=O)(=O)N2CCc3ccccc32)cc1C(=O)Nc1ccc(C(N)=O)cc1	-5	18%	·	-5	6	-7%	?	8%	·	·
CC(C)C[C@H]1CN=C(Nc2ccccc2)N1CCC(C)c1ccccc1 (some centres not stated)	5	-5%	·	12	-22	-4%	?	-4%	·	·
Cc1ccc(S(=O)(=O)N2CCOCC2)cc1C(=O)OCC(=O)NC1CCCCC1	16	-1%	·	0	-3	-5%	-10%	?	·	·
CCn1cnc2cc(NCc3nc4ccccc4n3C)ccc21	-9	-10%	4%	6	-12	2%	-18%	5%	10%	-1
CCCn1c(=O)c2c(C(F)(F)F)cc(-c3ccco3)nc2n(CCC)c1=O	7	-1%	6%	3	1	2%	0%	2%	-2%	2
COc1ccc2c(c1)CCc1c(C(=O)Nc3ccc(OC)c(OC)c3)noc1-2	-8	1%	0%	14	-4	-2%	-20%	3%	-3%	-1
O=C(O)c1cccc(N(CCO)CCO)c1	1	2%	-2%	4	-5	3%	0%	0%	1%	1
COC(=O)C1C(c2ccc(Cl)cc2)NC(c2ccc(Cl)cc2)C(C(=O)OC)S1(=O)=O (configuration not stated)	-11	2%	6%	-6	6	-1%	27%	0%	0%	-6
CCCC(=O)Nc1nnc(-c2ccc3c(c2)OCO3)s1	-1	0%	-3%	-4	-8	6%	3%	-9%	3%	1
Cc1oc(-c2ccc(-c3ccccc3)cc2)nc1CN(CCO)C(C)C	2	-18%	-6%	15	18	-6%	·	2%	2%	2
CCOCCCN1C(=O)CN(C2CCCCC2)C(=O)C1c1ccc(OC)c(OC)c1 (configuration not stated)	-14	4%	1%	11	12	-57%	0%	0%	0%	0
CCOc1ccc(S(=O)(=O)N2CCN(C(=O)C3CCC3)CC2)cc1	5	-2%	·	-5	-2	-9%	-5%	15%	·	·
COc1ccc(C2Nc3ccccc3C(=O)N2NC(=O)c2ccccc2)cc1OC (configuration not stated)	27	-1%	4%	0	-4	-2%	5%	0%	0%	4
O=C(O)C1=NOC(CNc2ncc(C(F)(F)F)cc2Cl)C1 (configuration not stated)	0	0%	4%	i	26	-5%	4%	3%	4%	3
CN1/C(=C\C(=O)COc2ccc3c(c2)OCO3)C(C)(C)c2ccccc21	-32	-7%	30%	-3	6	-3%	-5%	7%	0%	-8
OCC(CO)(CO)N=Cc1cc(Br)ccc1O	-17	-9%	-2%	-14	-1	-2%	-7%	3%	1%	-1
Cc1cc2nc(SCC(=O)Nc3ccccc3C(=O)O)[nH]c2cc1C	-6	-8%	-6%	6	23	11%	?	-6%	4%	-1
Cc1cccc(C)c1NC(=O)CCCSc1nnc(N)s1	-1	-4%	16%	1	-7	14%	-4%	-1%	10%	0
COc1ccc(Cc2nc(-c3ccc(NC(=O)c4cccnc4)cc3)no2)cc1	-4	2%	4%	5	8	-15%	?	7%	0%	-1
O=C(c1cn(-c2ccccc2)nc1-c1cccnc1)N1CCN(S(=O)(=O)c2cccc(F)c2)CC1	1	-3%	·	16	8	55%	-5%	-3%	·	·
CN(C)CCCN1C(=O)C(=O)/C(=C(/O)c2ccncc2)C1c1ccccc1 (configuration not stated)	19	1%	1%	9	2	2%	-1%	7%	9%	-6
O=C1C2C3C=CC(C2C(=O)N1CCO)C1C(=O)N(CCO)C(=O)C31 (configuration not stated)	-7	2%	3%	-6	7	3%	0%	-2%	0%	0
CC(=O)OCC(COC(C)=O)OC(C)=O	-5	0%	5%	3	-1	4%	2%	-11%	·	-3
COc1cc(/C=C2\SC(=O)N(CCN)C2=O)ccc1OS(=O)(=O)c1cc(C)ccc1C	1	0%	?	4	-3	-3%	-2%	-5%	-2%	0
Cc1ccc(-c2nn(-c3ccccc3)cc2CO)o1	0	-10%	-7%	-4	-1	0%[46.1 µM]	?	-4%	0%	1
CC(NS(=O)(=O)c1ccc(F)cc1)C(=O)Nc1ccc2c(c1)OCCO2 (configuration not stated)	2	-3%	-8%	-7	19	11%	3%	11%	5%	·
COc1cc(/C=N/Nc2ccc(Cl)c(C(=O)O)c2)ccc1OC(=O)c1ccc(F)cc1	-1	2%	45%[activator]	-6	-10	-11%	?	-7%	4%	-1
CCn1c(SCc2nc(-c3ccc(OC)c(OC)c3)no2)nnc1-c1cccs1	12	-9%	5%	-12	-3	-5%	-14%	11%	2%	-3
Cc1cccc(NC(=O)c2ccccc2OCC(=O)N2CCOCC2)c1C	9	-6%	8%	10	-11	-2%	9%	-1%	-1%	2
Nc1cc([N+](=O)[O-])ccc1N1C(=O)CCCC1=O	12	?	4%	7	13	-16%	-5%	-2%	2%	0
CCCCCC1CC(CC/C(C)=N/NC(N)=O)C(=O)O1 (configuration not stated)	-6	0%	-14%	-1	-13	0%	0%	0%	0%	-1
CCC(C)(C)NC(=O)/C=C/c1cc(OC)c(OC)c(S(=O)(=O)N2CCc3ccccc32)c1	4	0%	?	4	-18	-1%	0%	0%	0%	0
COCCNc1oc(-c2cccs2)nc1S(=O)(=O)c1ccc(C)cc1	-3	-1%	2%	4	-19	-8%	3%	1%	-2%	-2
COCCN1CN=C(Nc2nc(C)c3ccc(C)cc3n2)NC1	-3	-1%	7%	·	·	·	?	0%	5%	2
CCCS(=O)(=O)N1CCC(C(=O)NCC2CCCO2)CC1 (configuration not stated)	13	-1%	-3%	1	7	9%	-8%	1%	-2%	0
O=C1C(=O)N(Cc2cccnc2)C(c2cccc(F)c2)/C1=C(/O)c1ccc2c(c1)OCO2 (configuration not stated)	10	4%	-9%	-2	-8	-13%	1%	10%	-8%	18
CC(=O)CC(C)(C)Nc1nc2ccc([N+](=O)[O-])cc2o1	-8	2%	-14%	10	-17	-2%	3%	12%	0%	0
CCOc1ccc(S(=O)(=O)Nc2cc(S(=O)(=O)N3CCOCC3)ccc2OC)cc1	-8	-1%	·	1	-6	-11%	-3%	-7%	·	·
C#CCSc1nc(=O)c2cccnc2n1-c1ccc(C)cc1	-1	0%	2%	-5	-1	6%	-18%	-6%	0%	2
CCOc1ccc(CN2CCC(C(=O)Nc3cccc(-c4ccn[nH]4)c3)CC2)cc1Cl	-3	8%	15%	-10	-4	3%	-11%	1%	-5%	·
CCOC(=O)N1CCN(S(=O)(=O)c2cc(OCC)ccc2OCC)CC1	-1	1%	16%	10	-2	3%	-10%	2%	-1%	1
Cc1cc(SCc2cc(=O)n3ccsc3n2)nc2ccccc12	34	0%	6%	3	-15	2%[46.1 µM]	-5%	12%	0%	-1
COC(=O)c1cc(NC(=O)COC(=O)CCc2c[nH]c3ccccc23)cc(C(=O)OC)c1	-5	0%	·	-1	-16	3%	-10%	-7%	·	·
Cc1ccc(NC(=O)C2CCCN(S(=O)(=O)c3cccc4nonc34)C2)cc1 (configuration not stated)	6	-5%	-3%	-1	-10	-1%	-6%	-3%	4%	2
COc1ccc(Br)cc1CN1CCSCC1	-16	-1%	4%	16	20	9%	0%	1%	4%	1
O=C(O)C1CCCN(CCC=C(c2ccccc2)c2ccccc2)C1 (configuration not stated)	-15	·	-1%	21	-1	-12%	·	·	·	·
The list continues.
SMILES	TSHR antag	Tb PFK inh	CXXC DNA block	hERG WT inh	Giardia kill	TCR act	Chronic BCR inh	AT treatment	GALK inhibitor	FBPA coupling cs
COCCC(=O)Nc1c(-c2ccccc2)c2cc(Br)ccc2[nH]c1=O	16	4%	-3%	-3	-20	-4%	-1%	4%	-4%	0
Cc1ccc(N(CC(=O)NC2CCCC2)C(=O)CNC(=O)c2cccs2)cc1F	7	-3%	-4%	2	-6	-1%	-1%	3%	-1%	0
CCC(C(=O)NCCc1ccccc1)c1ccccc1 (configuration not stated)	-15	0%	-4%	-6	3	·	9%	9%	-2%	0
Cc1cc2ccccn2c1C(=O)Nc1cccc(Cl)c1	-16	-4%	7%	22	4	-2%	13%	3%	10%	-5
